mABHD4 FP: ABHD4 inhibitors, primary screen, biochemical, fluorescence polarization, mouse. (Lyso)-N-acylphosphatidylethanolamine lipase (Mus musculus), Q8VD66. purified mABHD4, FP-Rh probe fluorescence polarization. inhibition, % at 8.92 µM. hit rate 0.54% among 370,000. AID 720543, 2013;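 active = inhibition exceeding the mean over every tested compound plus 3 SD, cut at about 30% in these data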;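 note: 0% = plate median of compound wells and 100% = S159A mutant with DMSO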
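Assay system: mouse ABHD4 enzyme, wild type / Also added: fluorescent activity-based probe FP-Rh / Doses: single nominal dose of 8.92 µM, 0.89% DMSO final / Timing: 45 min compound pre-incubation plus 60 min probe step, 25 °C / Signal: FP readout, ex 525 nm / em 598 nm / Control set: S159A mutant/DMSO as 100%, compound-well median as 0%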
MBD2 DNA inh: inhibitors of MBD2 binding to methylated DNA, primary screen, biochemical, TR-FRET, DNA-binding domain, human; Methyl-CpG-binding domain protein 2 (Homo sapiens), Q9UBB5; MBD2 binding to methylated oligonucleotide; inhibition, % at 4.4 µM; hit rate 0.31% among 370,000; in the data active = inhibition above about 13%
LEDGF integ inh: blockers of LEDGF/p75-dependent integrase strand transfer – biochemical, TR-FRET, high throughput, primary screen; TR-FRET IN-LEDGF/p75 DNA integration, Eu/Cy5; inhibition, % at 3.7 µM; HIV-1 integrase (with human LEDGF/p75); hit rate 0.64% among 370,000;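 active = inhibition above the screen-wide mean plus 3 SD, cut at about 13% in these data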;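 note: signal is the Cy5 over europium emission ratio at 671 and 618 nm; 0% = plate median of compound wells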
PRMT1 FP inh: PRMT1 methyltransferase inhibitors, primary screen, biochemical, fluorescence polarization. hit rate 1.3% among 370,000. recombinant PRMT1, activity-based probe fluorescence polarization. inhibition, % at 2.79 µM. AID 652257, 2013;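 active = inhibition above about 21% made by adding two undisclosed values, limit read from the data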
Target sequence (Q99873 whole entry, looked up): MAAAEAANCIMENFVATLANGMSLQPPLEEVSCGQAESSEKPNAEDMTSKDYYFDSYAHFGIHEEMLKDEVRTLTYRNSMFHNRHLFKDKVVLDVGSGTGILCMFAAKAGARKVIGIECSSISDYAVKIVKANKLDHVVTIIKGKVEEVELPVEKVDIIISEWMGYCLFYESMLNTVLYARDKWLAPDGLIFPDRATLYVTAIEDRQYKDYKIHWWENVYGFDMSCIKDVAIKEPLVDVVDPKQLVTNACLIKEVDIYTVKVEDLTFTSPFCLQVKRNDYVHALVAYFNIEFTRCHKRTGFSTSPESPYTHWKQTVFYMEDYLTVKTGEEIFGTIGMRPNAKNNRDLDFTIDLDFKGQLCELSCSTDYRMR
UHRF1 binding: UHRF1 methylated DNA binding inhibitors, primary screen, counter-screen for MBD2 inhibitor project, biochemical, TR-FRET, human UHRF1, single concentration | inhibition, % at 4.4 µM | hit rate 0.75% among 370,000 | AID 687016, 2013 | E3 ubiquitin-protein ligase UHRF1 (Homo sapiens), Q96T88 | UHRF1 binding to methylated oligo; in the data active = inhibition above about 21%;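 note: UHRF1 SRA domain binding a hemimethylated CpG hairpin DNA probe; 0% = median of test compound wells and 100% = reference inhibitor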
NR1D1 modulator: modulators of Rev-erb alpha DNA binding, primary screen, biochemical, FITC-DNA, fluorescence polarization, uHTS; AID 1259318, 2017; hit rate 0.79% among 370,000; Rev-erbα–FITC-DNA binding, 90 min; Nuclear receptor subfamily 1 group D member 1 (Homo sapiens), P20393; activity, % at 10 µM;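 active = activity above about 14%, limit read from the data; passing the limit was not always enough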;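 note: 0% = DMSO wells with 35 nM protein and 100% = DMSO wells with 750 nM protein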
rCAG RNA binder: binders of r(CAG) RNA repeats, primary screen, biochemical, fluorescence; hit rate 1.3% among 370,000; AID 651821, 2012; inhibition, % at 3 µM; r(CAG) RNA repeat, TO-PRO-1 dye displacement fluorescence;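 active = inhibition above the plate cutoff, the mean of all test compounds on that plate plus 3 SD, cut at about 35% in these data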;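 note: 0% = DMSO alone and 100% = 100 µM mitoxantrone as full dye displacement; higher means more dye released from RNA so lower well fluorescence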
TCR CD3 inh: inhibitors of human TCR-CD3 interaction, primary screen, biochemical, fluorescence, TAMRA-labeled TCR probe | inhibition, % at 9.4 µM | AID 651800, 2012 | hit rate 0.37% among 360,000 | T-cell receptor (TCR); in the data active = inhibition above about 19%;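 note: recombinant mutant TCR 2C K166C tagged with TAMRA read by polarization; 0% = receptor in buffer alone and 100% = receptor with positive control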
HTRA1 inhibitor: HTRA1 serine protease inhibitors, primary screen, biochemical, fluorescence polarization, HTS; Q92743; recombinant HTRA1, FP-rhodamine activity-based probe; inhibition, % at 5.96 µM; hit rate 0.5% among 340,000; AID 504803, 2011; in the data active = inhibition above about 36%;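 note: 0% = enzyme with DMSO and 100% = wells lacking enzyme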
Target sequence (Q92743 whole entry, looked up): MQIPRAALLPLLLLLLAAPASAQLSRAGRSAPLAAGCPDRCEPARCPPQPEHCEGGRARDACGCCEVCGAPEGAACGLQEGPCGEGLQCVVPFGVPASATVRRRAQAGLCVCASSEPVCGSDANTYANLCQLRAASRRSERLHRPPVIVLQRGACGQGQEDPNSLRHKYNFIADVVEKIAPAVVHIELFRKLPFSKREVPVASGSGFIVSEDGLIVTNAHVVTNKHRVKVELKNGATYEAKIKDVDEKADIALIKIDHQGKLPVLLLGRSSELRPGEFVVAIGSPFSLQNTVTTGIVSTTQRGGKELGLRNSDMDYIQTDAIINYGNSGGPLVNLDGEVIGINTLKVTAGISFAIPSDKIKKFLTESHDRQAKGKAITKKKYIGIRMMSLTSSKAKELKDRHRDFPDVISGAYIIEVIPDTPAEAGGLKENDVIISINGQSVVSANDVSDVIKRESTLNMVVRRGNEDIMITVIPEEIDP
PG9 binder: binders of HIV-1 gp120 antibody PG9, primary screen, biochemical, TR-FRET; HIV-1 gp120 / PG9 antibody interaction; TR-FRET gp120-PG9 antibody binding; inhibition, % at 6.7 µM; hit rate 0.43% among 360,000; AID 624416, 2012; in the data active = inhibition above about 8.5%
The depositor's hits bear a star; nt = no result given. A portion of the library; rates above refer to the full screens.

SMILES	mABHD4 FP	MBD2 DNA inh	LEDGF integ inh	PRMT1 FP inh	UHRF1 binding	NR1D1 modulator	rCAG RNA binder	TCR CD3 inh	HTRA1 inhibitor	PG9 binder
CCOC(=O)c1c(C)oc2cc(Br)c(O)c(Br)c12	22	-6	2	-3	1	3	10	-1	-4	0.3
O=C(CCNC(=O)C1CCN(S(=O)(=O)c2ccc(F)cc2)CC1)NC1CC1	2	-5	1	-1	-1	5	-1	0	-3	1.4
CCOC(=O)C1=C(C)N(C)C(C)=C(C(=O)OCC)C1c1ccc(C(=O)OC)cc1	-6	-3	-1	-3	0	-1	-10	0	-14	-0.9
Cc1ccc(OCCn2cc(/C=C(\C#N)C(=O)NCC3CCCO3)c3ccccc32)cc1 (stereo unspecified)	-15	1	-2	-2	3	5	7	-2	-59	-0.8
CCn1ncc(/C=C/C(=O)c2ccccc2)c1C	12	-4	1	4	5	0	-3	0	2	-1.1
COCCCNS(=O)(=O)c1ccc2[nH]c(=O)[nH]c2c1	6	-6	0	-2	-4	-4	0	-3	2	0.9
CC(=O)Nc1cccc(-c2cc(C(C)=O)c3n(c2=O)CCC3)c1	-4	0	-1	-2	-1	0	2	nt	nt	nt
Cc1c(CNC2CCCC2)c(C(=O)O)c(C)n1Cc1ccccc1	2	0	0	-1	0	-2	-2	6	6	0.2
O=C(NCCc1ccccc1)Nc1ccc(Cl)cc1	-4	1	-8	2	3	-1	0	1	4	0.0
O=C1C(C=NCCN2CCOCC2)=C(O)c2ccccc21	3	4	-2	-1	3	-2	1	-3	5	0.4
CCSc1nc2ccccc2n1Cc1nc(N)nc(N(C)C)n1	-1	-6	3	-3	0	-1	-5	5	6	1.0
Fc1ccc(OCc2nc(-c3ccc(Br)o3)no2)c(F)c1	-6	3	-2	10	0	-2	2	-2	-9	1.2
NC(=O)c1cc(S(=O)(=O)NCCc2ccc(S(N)(=O)=O)cc2)cs1	0	2	-2	2	2	-3	-1	-5	8	-0.1
COc1ccc(NC(=O)Nc2nnc(-c3ccncc3)s2)cc1	3	-4	0	2	-3	4	42*	4	-1	0.1
COc1ccccc1N1CCN(C(=O)Cn2c(=O)[nH]c3ccsc3c2=O)CC1	-5	2	-1	-2	-3	-6	-4	-5	6	0.4
CNS(=O)(=O)c1ccc(C(=O)NCC(=O)NCCc2ccc3c(c2)OCCO3)cc1	6	1	2	1	-3	2	4	-4	2	-2.1
CCC1(C)NC(=O)N(CC(=O)N2CCC(Cc3ccccc3)CC2)C1=O (stereo unspecified)	-2	-6	0	1	2	-2	0	6	8	-1.3
Cc1nc2ccc(Nc3ccncc3)cc2s1	11	1	-3	0	1	-1	6	-9	-3	-0.7
CSc1ccc(CN2CCN(C(=O)c3ccncc3)CC2)cc1	-2	-1	4	0	-1	6	-8	1	3	0.6
CC(=O)Nc1c(Cl)cc2c(c1Cl)Cc1ccccc1-2	1	2	0	-3	2	-5	7	-4	-4	1.1
CC1CN(Cc2ccccc2)C(=O)N(c2ccccc2)C1=O (stereo unspecified)	-3	-5	-1	-1	0	-3	1	4	2	-1.3
O=C(N/N=C/c1cccc2ccccc12)c1cccs1	-7	2	-4	8	1	6	12	-4	-44	-2.4
O=C(COC(=O)Cc1cn2ccsc2n1)NC12CC3CC(CC(C3)C1)C2	3	2	-1	-1	4	0	-6	3	0	-0.1
N/C(=N\OC(=O)c1cc([N+](=O)[O-])ccc1Cl)c1ccccn1	4	-6	-1	0	46*	6	0	2	4	-2.2
COc1cccc(C2=Cc3ccc(F)cc3C(CC(C)=O)N2c2ccc(-c3cncnc3)cc2)c1 (stereo unspecified)	5	-2	4	-1	-6	1	9	3	nt	0.5
Carrying on.
SMILES	mABHD4 FP	MBD2 DNA inh	LEDGF integ inh	PRMT1 FP inh	UHRF1 binding	NR1D1 modulator	rCAG RNA binder	TCR CD3 inh	HTRA1 inhibitor	PG9 binder
O=C(C(=O)c1cccnc1)c1cccnc1	4	4	0	-1	-2	2	-5	3	10	-0.5
CC(=O)C1=C(C)NC(SCC(N)=O)=C(C#N)C1C (stereo unspecified)	5	-6	5	10	3	2	-1	6	5	-2.0
CN1CCN(c2ncnc3scc(-c4ccccc4Cl)c23)CC1	0	2	3	-2	1	-6	-1	-5	-4	-0.6
Cc1ccc(C)n1-c1ccc(-n2cnnn2)cc1	-3	-1	8	16	1	-10	21	0	4	-2.2
CCc1nnc(NC(=O)c2ccc(S(=O)(=O)N3CCOCC3)cc2)s1	0	5	3	-9	-1	-6	2	4	0	-2.1
CC(=Nc1ccccc1)C1=C(O)C(Cc2ccc(O)cc2)NC1=O (stereo unspecified)	2	-4	0	-5	-2	-2	2	3	-4	1.3
O=C(COC(=O)c1ccc(Cl)c(S(=O)(=O)N2CCN(c3ccc(F)cc3)CC2)c1)Nc1cccc(Cl)c1	-8	3	0	-1	-1	2	6	-1	-25	0.9
Cc1ccc(C(=O)Nc2ccccc2N2CCCCC2)cc1	0	0	2	0	0	4	-6	6	-11	-1.2
CC1(C)CCc2cc(-c3ccnc(=S)[nH]3)ccc2O1	12	-4	1	8	-1	2	-2	0	2	-2.7
Cc1ccc(C(=O)OCc2c(C)noc2C)cc1NC(=O)c1ccco1	-10	2	2	-2	3	-1	-3	2	5	-2.3
CCOC(=O)C(C(=O)Nc1ccccc1C)C1CCCCC1 (stereo unspecified)	-7	5	-3	-2	-1	-5	-3	1	2	-2.4
COc1ccc(Cl)cc1NC(=O)C1CCCO1 (stereo unspecified)	1	-5	-1	0	0	0	-2	-4	-3	-2.0
O=C(CN1CCN(c2ccccn2)CC1)NCCc1ccccc1	4	-7	4	-3	-1	-1	-8	2	-10	1.4
O=C(Oc1ccc(/C=N/O)cc1)c1ccccc1Cl	-2	-2	1	-4	2	0	-2	-7	-13	-3.6
CSc1nc(N(C)C)nc(N(C#N)CCOC(C)=O)n1	-11	8	1	2	2	-8	-3	-4	0	0.5
COc1ccccc1OCC(=O)NCCS(=O)(=O)N1CCN(c2ccc(F)cc2)CC1	3	3	-1	-5	1	4	-4	5	3	-1.4
CC(C)(C)S(=O)N1Cc2cc(C(=O)NCc3ccc(Oc4ccccc4)cc3)nc(-c3cccc(-c4cc5ccccc5o4)c3)c2[C@H]1CCO (stereo partly specified)	-8	5	-7	-3	-4	-2	15	9	nt	-1.4
CC1(C2CC2)NC(=O)N(CC(=O)Nc2ccccc2-c2ccccc2)C1=O (stereo unspecified)	-3	1	0	-7	2	nt	-5	-1	0	-0.6
O=C(NCc1ccccn1)c1nc(Cn2cc([N+](=O)[O-])cn2)no1	3	4	-1	-1	1	5	-1	-5	4	-1.6
O=C(NC(Cc1ccccc1)C(=O)O)c1cccnc1Cl (stereo unspecified)	1	3	-4	4	4	0	1	-5	1	-0.6
CCn1nc(C)c(CNC(=O)C2CCC(=O)N(CCc3ccc(OC)cc3)C2)c1C (stereo unspecified)	-15	7	-4	6	2	1	-7	-4	3	-1.4
Nc1nn(S(=O)(=O)c2cccc3nsnc23)cc1-c1ccc(Br)cc1	-16	-12	-1	-3	-2	5	9	4	-26	0.3
COC(=O)CCC(=O)OC1(C)C(=O)C2=CN(C3CC3)C(c3ccc(OC)cc3)=CC2=C(Br)C1=O (stereo unspecified)	12	2	2	12	3	3	9	-1	35	-4.1
Cc1cc(=O)oc(C)c1C(=O)OCC(=O)c1ccc2ccccc2c1	-3	-7	4	1	0	0	2	4	-14	-1.2
O=C(Nc1ccc(C2=NCCN2)cc1)c1ccc(C(=O)Nc2ccc(C3=NCCN3)cc2)c(Cl)c1	-7	8	6	-6	13	1	10	1	-43	-3.0

Ordered by the number under LEDGF integ inh (high to low): 3 from the list above
molecule	LEDGF integ inh
COc1ccccc1N1CCN(C(=O)Cn2c(=O)[nH]c3ccsc3c2=O)CC1	-1
Cc1nc2ccc(Nc3ccncc3)cc2s1	-3
CC(C)(C)S(=O)N1Cc2cc(C(=O)NCc3ccc(Oc4ccccc4)cc3)nc(-c3cccc(-c4cc5ccccc5o4)c3)c2[C@H]1CCO (stereo partly specified)	-7

New compounds follow:
SMILES	mABHD4 FP	MBD2 DNA inh	LEDGF integ inh	PRMT1 FP inh	UHRF1 binding	NR1D1 modulator	rCAG RNA binder	TCR CD3 inh	HTRA1 inhibitor	PG9 binder
O=C(NCC(=O)N1CCN(Cc2ccccc2)CC1)c1cc(Cl)cc([N+](=O)[O-])c1	3	4	2	0	1	-6	0	1	8	-0.9
CC1Cc2ccccc2N1Cc1nc2cc(Cl)ccc2c(=O)[nH]1 (stereo unspecified)	16	0	0	-1	2	4	17	2	23	-1.2
O=C1CCCc2c1cc(C(=O)O)c(=O)n2-c1ccccc1	-3	2	4	-1	-2	3	-1	4	0	0.0
Cc1cc(Nc2n[nH]c(N)c2C#N)ccc1F	1	3	-2	1	-2	-3	-1	6	5	-1.6
O=c1[nH]c(C(Cl)(Cl)Cl)nc2ccc3ccccc3c12	-61	5	4	-1	-2	3	4	-1	-4	-0.7
COc1ccc(C(=O)C[n+]2cccc3cc(C)ccc32)cc1	-1	-2	-1	10	0	-2	5	3	0	0.3
Cc1cc(C)cc(CSc2ccc(S(=O)(=O)N3CCCC3)cn2)c1	-4	1	-1	0	0	6	2	12	-22	-2.1
COc1ccc(CNC(=O)CN(c2ccc(C)cc2)S(=O)(=O)c2c(C)noc2C)cc1	0	0	0	0	-1	6	-3	2	-4	-1.4
O=C(COC(=O)C1=COCCO1)NCCCc1ccccc1	-5	4	2	2	-2	0	-2	6	0	0.4
Cc1cc(-c2nn(-c3ccccc3F)cc2CN2CCN(c3ccccn3)CC2)c(C)s1	-4	2	5	-1	0	7	7	4	-28	0.6
COc1ccc(C(=O)NCc2ccc(C(=O)NCC(OC)OC)cc2)cc1OC	-3	3	1	-2	0	-3	-2	9	6	0.6
Cc1ccc(S(=O)(=O)NCC(=O)OCCOc2cccc(Cl)c2)cc1	-3	2	2	-6	-2	2	1	-3	-14	-2.4
CCOc1ccc(S(=O)(=O)Nc2ccccc2C(=O)NCc2ccco2)cc1	1	5	2	-2	1	4	21	7	-17	1.2
Cc1cc(-c2ccc(Cl)cc2)n2nc(C)cc2n1	-7	-8	1	-4	0	2	-1	-4	0	0.8
C/C(CC(=O)Nc1ccc(Cl)cc1)=N\NC(=O)C(=O)N1CCCCC1	-2	-4	0	-2	-10	8	2	4	0	-1.1
CCc1ccc(OCCOCC(O)CNC(C)CC)cc1 (stereo unspecified)	6	-7	2	-2	-2	-2	-3	4	1	-0.6
CCC[C@@H](CN[C@@H](CNC)[C@H](C)CC)NCC1CCC(C(C)(C)C)CC1 (stereo partly specified)	18	1	4	1	2	3	4	-3	2	-0.8

Three compounds from above with just rCAG RNA binder:
Compound | rCAG RNA binder
COc1ccc(C(=O)C[n+]2cccc3cc(C)ccc32)cc1 | 5
Cc1cc(C)cc(CSc2ccc(S(=O)(=O)N3CCCC3)cn2)c1 | 2
COc1ccc(CNC(=O)CN(c2ccc(C)cc2)S(=O)(=O)c2c(C)noc2C)cc1 | -3
